Assay outcomes from PubChem.
BCR signal inh: blocks chronic active B-cell receptor signaling | ABC-DLBCL IkBa-CBG/CBR reporter, luminescence ratio, 4 h | Potency, µM (series often up to 46.1 µM), for inactives: at the highest dose ratio change, negative = lower green/red ratio, hits mostly inhibitors | 340,000 compounds, 0.05% hits | AID 493014; active means well fitted inhibition curve with a large enough effect in the signal ratio, with a control signal flat, not every such curve was filed as active; inconclusive means small, poorly fitted or top-dose-only effect, or effect the other way, or a change in a side signal; the % refers to the signal ratio;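 further: potency means the concentration at half of the fitted maximal effect; plate controls were basal doxycycline-induced cells for no effect and cells given 10 µM MG132 for full effect; MG132 reads +100%, hits lower the ratio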
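TMD8 ABC-DLBCL cells carrying doxycycline-inducible green luciferase fused to IkappaBalpha plus unfused red luciferase were exposed to compounds (up to 46 uM) for 4 hrs at 37C. Activity came from the overlap-corrected green/red luminescence ratio.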
ASM inhibitor: blocks human secretory acid sphingomyelinase; placental ASM, HMU-PC fluorogenic substrate, 60 min; Potency, µM (series often up to 57.5 µM), for the others: top-dose activity change, negative = inhibition, most hits filed as inhibitors; 340,000 compounds, 0.006% hits; AID 504937; further: potency means the concentration at half of the fitted maximal effect
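Fluorescence read-out (Ex 386 nm, Em 447 nm) after stopping the reaction at pH 10. Enzyme: ASM from human placenta; substrate HMU-PC0, 9 uM final; 60 min, 37 °C. Compound preincubation 10 min, ambient temperature.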
TSHR antagonist: human thyrotropin receptor antagonism. TSHR-expressing cells, TSH-stimulated cAMP HTRF, 2 h; active compounds read low. activity change, negative = inhibition, % at 11.5 µM. 330,000 compounds, 0.2% hits. AID 504810;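 active means activity change below a set negative limit, meaning inhibition stronger than a set level, cut at about -70% in these data; inconclusive means activity change between two set negative limits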; further: on the % scale 0 is the no-effect control and ±100 the full control effect
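TSHR-expressing cells, 200/well, pre-treated with compound, then stimulated with EC80 TSH (4nM final) for 2 hours at 37 deg C. cAMP measured by competitive HTRF: anti-cAMP cryptate antibody in lysis buffer plus cAMP-d2, read after 30 minutes at room temperature.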
PKM2 act: activators of human pyruvate kinase M2; 260,000 compounds, 0.34% hits; Potency, µM (series often up to 57.5 µM), for inactives: top-dose activation, hits mostly activators; P14618; purified PKM2, Kinase-Glo ATP luminescence, activation; response scale: 0% is enzyme alone, no compound; further: potency means the concentration at half of the fitted maximal effect; on the % scale 0 is the no-effect control and ±100 the full control effect; nearly all actives have a fitted effect of over 55% in size
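ATP formation by purified human PK-M2, quantified via coupled luciferase luminescence after 1 h at room temperature with 0.1 mM ADP and 0.5 mM PEP final.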
hERG WT inh: KCNH2 (human, wildtype) channel inhibition; activity change, % at 1.84 µM; U2OS, BacMam KCNH2, thallium flux FluxOr; active compounds read low; 340,000 compounds, 0.37% hits; Q12809;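 active means maximum activity change below -70%; inconclusive means maximum activity change between -70% and -50%; inactive means maximum activity change above -50%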; further: on the % scale 0 is the no-effect control and ±100 the full control effect
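U2OS cells were transduced with wild-type KCNH2 virus (2.03 x 10^8 / mL) for 4 h at room temperature, then cultured overnight at 37 C. Thallium flux was read with FluxOr dye. Rate constants were normalized to DMSO controls.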
MBNL1-CUG inh: inhibitors of human MBNL1 binding to CUG repeat RNA; Potency, µM (titrated, usually from 57.5 µM), without a hit: top-dose activity change, negative = inhibition, actives largely listed as inhibitors; 280,000 compounds, 0.036% hits; AID 2675; TR-FRET MBNL1-His/biotin-(CUG)12 binding, 665/545 ratio; active means well fitted inhibition curve with a large enough effect in the signal ratio, with a control signal flat, not every such curve was filed as active; inconclusive means small, poorly fitted or top-dose-only effect, or effect the other way, or a change in a side signal; inactive means no such curve, though single readings can be large or run the other way; the % refers to the signal ratio; further: potency means the concentration at half of the fitted maximal effect; on the % scale 0 is the no-effect control and ±100 the full control effect
Target sequence (Q9NR56 whole entry, looked up): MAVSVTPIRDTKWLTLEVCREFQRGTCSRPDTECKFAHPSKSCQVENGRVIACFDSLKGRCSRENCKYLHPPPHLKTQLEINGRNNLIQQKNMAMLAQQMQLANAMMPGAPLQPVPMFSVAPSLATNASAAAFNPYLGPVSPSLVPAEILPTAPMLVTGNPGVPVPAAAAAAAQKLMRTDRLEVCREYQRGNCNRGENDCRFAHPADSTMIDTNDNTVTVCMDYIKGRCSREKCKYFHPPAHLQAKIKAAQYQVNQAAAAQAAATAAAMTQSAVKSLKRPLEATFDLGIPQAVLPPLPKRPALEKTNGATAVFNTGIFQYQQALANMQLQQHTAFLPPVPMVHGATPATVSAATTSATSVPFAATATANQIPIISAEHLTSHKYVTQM
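His-tagged MBNL1 binding to biotinylated (CUG)12 RNA was measured by TR-FRET using terbium anti-His antibody (0.055 ng/ul final) and streptavidin-XL665 (5 nM final). Compounds were titrated 92 nM to 58 uM; 60 min at room temperature.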
GALK inhibitor: inhibitors of human galactokinase; P51570; Purified GALK, Kinase-Glo residual ATP luminescence; Potency, µM (series often up to 57.5 µM), inactives show at the highest dose activity change, negative = inhibition, most hits filed as inhibitors; 270,000 compounds, 0.007% hits; AID 1868; further: potency means the concentration at half of the fitted maximal effect; on the % scale 0 is the no-effect control and ±100 the full control effect
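The enzyme phosphorylates galactose (100 uM) using ATP (35 uM); inhibition is detected as higher residual ATP, quantified by bioluminescence after 1 h reaction at room temperature, pH 8.0.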
Eya2 inh: inhibitors of human Eya2 phosphatase activity | recombinant Eya2, OMFP fluorescence dephosphorylation (OMFP is methylfluorescein phosphate) | Potency, µM (series often up to 76.9 µM), without a hit: at the highest dose activity, negative = inhibition, most hits filed as inhibitors | 330,000 compounds, 0.006% hits | AID 488837; further: potency means the concentration at half of the fitted maximal effect; on the % scale 0 is the no-effect control and ±100 the full control effect
Target sequence (O00167 whole entry, looked up): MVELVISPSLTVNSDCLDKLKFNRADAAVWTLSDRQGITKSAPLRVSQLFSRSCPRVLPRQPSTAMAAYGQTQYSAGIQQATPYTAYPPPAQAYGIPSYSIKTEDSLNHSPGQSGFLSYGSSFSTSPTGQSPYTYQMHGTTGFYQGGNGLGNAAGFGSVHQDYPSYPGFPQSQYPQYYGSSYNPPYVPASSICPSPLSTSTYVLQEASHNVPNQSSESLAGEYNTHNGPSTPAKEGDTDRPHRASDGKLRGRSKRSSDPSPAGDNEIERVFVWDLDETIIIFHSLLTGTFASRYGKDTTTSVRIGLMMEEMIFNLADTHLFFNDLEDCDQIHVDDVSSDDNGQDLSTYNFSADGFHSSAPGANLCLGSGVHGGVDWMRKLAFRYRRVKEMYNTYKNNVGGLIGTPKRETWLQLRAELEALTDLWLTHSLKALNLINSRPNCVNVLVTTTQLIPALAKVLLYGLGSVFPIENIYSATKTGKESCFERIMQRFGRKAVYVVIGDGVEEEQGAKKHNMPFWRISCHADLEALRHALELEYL
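Eya2 (0.2 uM) preincubated 10 min at ambient with compound, then OMFP substrate added at 50 uM; 10 min reaction in 50 mM HEPES pH 7.5, 50 mM NaCl, 5 uM MgCl2, 0.05% BSA, 1 mM DTT. Fluorescence read at Ex 485/Em 525 nm.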
Mito fusion act: mitochondrial division inhibition or fusion activation. S. cerevisiae fusion-defective mutant growth rescue, CellTiterGlo 48 h. Potency, µM (series often up to 46.1 µM), without a hit: at the top dose growth rescue (activation), usual class: activators. 320,000 compounds, 0.23% hits;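 further: potency means the concentration at half of the fitted maximal effect; % of control where 0% means no effect; nearly all actives have a fitted effect of over 45% in size; temperature-sensitive fusion mutants such as fzo1-1 at 37 °C on non-fermentable ethanol glycerol medium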
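Compounds are tested for their ability to restore growth of mitochondrial fusion-defective yeast strains at non-permissive 37C in YPEG medium over 48 hours. Viability is quantified by luciferase luminescence.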
Menin MLL FP TR: menin-MLL binding inhibition, Texas Red mutant peptide. Menin + Texas Red MLL mutant peptide, fluorescence polarization. 270,000 compounds, 0.23% hits. O00255. Potency, µM (highest dose often 61.6 µM), for inactives: at the highest dose FP activity change, negative = inhibition, actives largely listed as inhibitors; active means well fitted inhibition curve with a large enough effect in the polarisation, with a control signal flat, not every such curve was filed as active; inconclusive means small, poorly fitted or top-dose-only effect, or effect the other way, or a change in a side signal; inactive means no such curve, though single readings can be large or run the other way; the % refers to the polarisation; further: potency means the concentration at half of the fitted maximal effect; % of control where 0% means no effect; many of its hits are not listed in these tables
USP2a inh: blocks human ubiquitin-specific protease USP2a; O75604; USP2 core, Ub-CHOP2 coupled fluorogenic reporter, 485/531; Potency, µM (series often up to 38.3 µM), inactives show top-dose activity change, negative = inhibition, most hits filed as inhibitors; 330,000 compounds, 0.01% hits; AID 463254;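 further: potency means the concentration at half of the fitted maximal effect; plate controls were DMSO wells for no effect and full inhibition by NEM control for full effect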
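USP2 core (10nM final) preincubated 30min RT with compound in 20mM Tris-HCl pH 8.0, 2mM CaCl2, 2mM beta-mercaptoethanol, 0.05% CHAPS; 25nM Ub-CHOP2 plus 25nM reporter substrate added, fluorescence (Ex485/Em531) read after 60min.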
* hit, by the source's call; ? = inconclusive; . = no result given; [ ] = another dose, or the depositor's remark. Unless noted, the call rests on the fitted dose curve; in most records, active means well fitted curve in the direction sought with a large enough effect; inconclusive means small, poorly fitted or top-dose-only effect, or another doubt; inactive means no such curve, though single readings can be large; an effect the other way counts as inactive or inconclusive. Only part of the results is shown, so the mix of outcomes need not match the whole.

structure | BCR signal inh | ASM inhibitor | TSHR antagonist | PKM2 act | hERG WT inh | MBNL1-CUG inh | GALK inhibitor | Eya2 inh | Mito fusion act | Menin MLL FP TR | USP2a inh
Cc1cccc(N(CC(=O)NC2CCCC2)C(=O)CNC(=O)c2ccco2)c1C | 6% | -3% | -3 | . | 1 | -3% | 1% | -16% | -8% | 1% | 3%
CN1CCN(/C(=N\O)c2nonc2N)CC1 | 0% | -1% | -5 | 7% | 9 | 3% | 4% | 4% | -3% | -7% | 4%
CCN(CC)S(=O)(=O)c1cc(NS(=O)(=O)c2ccc(Cl)c(C(=O)O)c2)ccc1C | ? | 9% | 5 | -2% | -5 | 4% | 1% | -5% | 0% | . | -3%
CCOC(=O)c1sc2nc(CC(=O)OC)nc(NCc3ccco3)c2c1C | 16% | 0% | -11 | ? | 0 | 17% | 1% | 2% | 11% | 1% | -1%
Cc1cccc(OCCCC(=O)O)c1 | 10% | 1% | 12 | 0% | -15 | ? | 1% | 8% | -1% | -7% | -1%
CCS(=O)(=O)N1CCC(C(=O)NCCc2ccc(C)cc2)CC1 | ? | 0% | 28 | -1% | -11 | -5% | 0% | -24% | -1% | -36% | 2%
NC(Cc1c[nH]c2ccc(OCc3ccccc3)cc12)C(=O)O (stereo unspecified) | 5% | 2% | 5 | . | 10 | 1% | . | -1% | 7% | ? | 0%
CCCn1c(SCC(=O)Nc2ccc(Cl)cc2F)nc(O)cc1=O | 1% | -1% | -14 | . | -6 | . | . | 5% | . | . | 5%
COc1cccc(N(C(=O)Cn2nnc(-c3ccc(C)o3)n2)C(C(=O)NC2CCCC2)c2ccncc2)c1 (stereo unspecified) | 0% | 1% | -3 | . | 2 | 29% | 5% | 6% | 0% | 4% | 0%
COC(=O)C1=C(C)N(Cc2ccccc2)C(=NCC(C)C)N[C@H]1c1cccc(C(F)(F)F)c1 | ? | -5% | 0 | . | 1 | . | . | -28% | . | . | 1%
Cc1nnc(SCC(=O)Nc2cc(Cl)ccc2Cl)n1CC1CCCO1 (stereo unspecified) | 6% | 3% | -4 | -1% | -2 | -4% | 13% | 18% | 8% | 20% | 1%
CCc1c(O)cc2n(c1=O)-c1ccc(Cl)cc1C2(C)C | 1% | -4% | -25 | -25% | 8 | 4% | -1% | -1% | ? | 22% | 1%
O=C(c1ccccc1Cl)N1CCC(n2cccc2)CC1 | -2% | -1% | 7 | 4% | 1 | -6% | . | 15% | 2% | . | 0%
COCCn1c(SCC(=O)Nc2ccccc2OC)nc2ccccc2c1=O | 0% | -1% | -6 | -7%[11.5 µM] | 5 | -3% | 7% | -1% | 9% | -19% | -1%
O=C(NCc1ccncc1)c1cccc(Cn2cc(Br)cn2)c1 | 0% | -1% | 7 | -2% | -1 | -5% | -1% | -16% | -4% | 5% | 1%
CCNC(=O)CC1SC(=Nc2ccc(C)cc2)N(CC)C1=O (stereo unspecified) | 0% | 1% | 12 | 0% | -4 | 9% | 0% | 16% | 3% | 14% | 0%
CCCN(CCC)CCNC(=O)C1CCCN(S(=O)(=O)c2ccc3c(c2)oc(=O)n3C)C1 (stereo unspecified) | -5% | -1% | 3 | -2% | 39 | -16% | 4% | 5% | 2% | -14% | 2%
CCN(CC)S(=O)(=O)c1ccc2[nH]c(=O)cc(C(=O)Nc3cccc(C(C)=O)c3)c2c1 | -6% | 5% | 0 | 3% | -2 | -1% | -1% | 5% | 0% | 14% | -2%
COC(=O)C1=C(C)NC2=C(C(=O)c3ccccc32)C1c1ccc(-c2ccc(C(=O)O)cc2)o1 (stereo unspecified) | ? | -12% | -32 | 20% | 7 | ? | -4% | -1% | -2% | ? | 0%
CCn1cc(S(=O)(=O)CC(=O)Nc2ccc3c(c2)OCO3)c2ccccc21 | -13% | 0% | 2 | 1% | -7 | -7% | 2% | 1% | 7% | . | -1%
O=C(CN1C(=O)c2ccccc2C1=O)Nc1ccccc1F | -1% | 4% | -9 | -1% | -13 | 11% | 0% | 2% | -1% | 8% | -6%
O=C1c2ccccc2C(=O)N1c1ccc(S(=O)(=O)N2CCN(c3ccccc3)CC2)cc1 | -2% | 38% | -2 | 0% | -4 | -6% | 8% | -12% | -7% | -16% | -1%
CCN(CC(=O)Nc1c(F)cccc1F)C(=O)c1cc(-c2cccs2)nn1-c1ccccc1 | ? | -4% | -6 | . | -6 | . | . | 0% | 11% | . | 0%
Cc1cccc2cc(COC(=O)c3cccnc3)c(=O)[nH]c12 | 1% | 1% | 4 | 3% | 1 | -2% | 3% | -5% | 0% | -3% | -5%
CN(Cc1ccccc1)C(=O)COC(=O)CCN1C(=O)C2CC=CCC2C1=O (stereo unspecified) | 3% | 0% | -6 | . | -14 | . | . | 1% | -2% | . | 2%
Cc1cccc2cc(C(c3nnnn3CC3CCCO3)N3CCCc4ccccc43)c(=O)[nH]c12 (stereo unspecified) | -1% | -2% | -2 | 0% | -3 | 10% | 11% | -1% | -4% | -15% | 0%
O=C(CCCn1cc([N+](=O)[O-])cn1)N1CCCCC1 | -2% | 0% | 1 | 3% | -1 | . | 9% | 14% | 10% | -2% | 0%
Cc1cccc(/C=C2/SC(=O)N(Cc3ccccc3)C2=O)n1 | 1% | -6% | -13 | 2% | -27 | 4% | -1% | 4% | -3% | 0% | 4%
O=C(N/N=C/c1cccc(F)c1)c1c(O)c2ccccc2[nH]c1=O | ? | 2% | -7 | -2% | 2 | -5% | 0% | -3% | 0% | -11% | 7%
COc1cc(OC)cc(C(=O)OCC(=O)Nc2cccc(S(=O)(=O)NC3=NCCCCC3)c2)c1 | -18% | 8% | -8 | . | -5 | . | . | 2% | . | . | 0%

Structural class, the compounds so far containing an aryl methoxy group.
structure | BCR signal inh | ASM inhibitor | TSHR antagonist | PKM2 act | hERG WT inh | MBNL1-CUG inh | GALK inhibitor | Eya2 inh | Mito fusion act | Menin MLL FP TR | USP2a inh
COc1cccc(N(C(=O)Cn2nnc(-c3ccc(C)o3)n2)C(C(=O)NC2CCCC2)c2ccncc2)c1 (stereo unspecified) | 0% | 1% | -3 | . | 2 | 29% | 5% | 6% | 0% | 4% | 0%
COCCn1c(SCC(=O)Nc2ccccc2OC)nc2ccccc2c1=O | 0% | -1% | -6 | -7%[11.5 µM] | 5 | -3% | 7% | -1% | 9% | -19% | -1%
COc1cc(OC)cc(C(=O)OCC(=O)Nc2cccc(S(=O)(=O)NC3=NCCCCC3)c2)c1 | -18% | 8% | -8 | . | -5 | . | . | 2% | . | . | 0%

The list goes on.
structure | BCR signal inh | ASM inhibitor | TSHR antagonist | PKM2 act | hERG WT inh | MBNL1-CUG inh | GALK inhibitor | Eya2 inh | Mito fusion act | Menin MLL FP TR | USP2a inh
COc1ccccc1NS(=O)(=O)c1ccc2c(c1)NC(=O)CC(=O)N2 | 1% | 3% | -1 | . | -5 | -4% | -2% | 3% | -3% | . | -1%
CCOc1ccc(OCC)c(NC(=O)CSCC(=O)O)c1 | -1% | -2% | 8 | -2% | 2 | -5% | 4% | -13% | 16% | -1% | -1%
CCCn1c(CNC(=O)c2cccs2)nc2ccccc21 | ? | 3% | -5 | -4% | 7 | 5% | 2% | 3% | 0% | -1% | 2%
COc1ccc(N(C(C)C(=O)N(C)Cc2ccccc2)S(C)(=O)=O)cc1 (stereo unspecified) | 5% | 6% | -1 | 2% | 6 | 0% | 0% | -2% | -3% | -5% | 1%
O=C(CN1C(=O)c2ccccc2S1(=O)=O)N1CCCCC1 | 2% | 3% | 0 | . | -4 | -5% | 5% | -1% | 1% | . | 1%
